# Screening data (PubChem)
# L3MBTL1 inh: inhibitors of human L3MBTL1; AID 485360; 230,000 compounds, 0.66% hits; AlphaScreen L3MBTL1–H3K9me1 peptide binding; Q9Y468; Potency, µM (doses to about 57.1 µM), without a hit: at the highest dose activity, negative = inhibition, actives largely listed as inhibitors; note: nearly all actives have a fitted effect of over 60% in size
#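 Read-out is AlphaScreen signal from streptavidin donor and nickel chelate acceptor beads (10 ug/mL final each) bridging L3MBTL1 (50 nM) and biotinylated K9-monomethylated H3(1-15) peptide (75 nM), after 30 min compound exposure at room temperature.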
# RECQ1 helicase: inhibitors of human RECQ1 DNA helicase | 240,000 compounds, 0.54% hits | Potency, µM (titrated, usually from 57.3 µM), inactives show at the highest dose activity, negative = inhibition, most hits filed as inhibitors | P46063 | RECQ1 DNA unwinding, red fluorescence kinetic read;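 note: plate controls were vehicle for no effect and no enzyme for full effect; nearly all actives have a fitted effect of over 30% in size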
# Target sequence (P46063 whole entry, looked up): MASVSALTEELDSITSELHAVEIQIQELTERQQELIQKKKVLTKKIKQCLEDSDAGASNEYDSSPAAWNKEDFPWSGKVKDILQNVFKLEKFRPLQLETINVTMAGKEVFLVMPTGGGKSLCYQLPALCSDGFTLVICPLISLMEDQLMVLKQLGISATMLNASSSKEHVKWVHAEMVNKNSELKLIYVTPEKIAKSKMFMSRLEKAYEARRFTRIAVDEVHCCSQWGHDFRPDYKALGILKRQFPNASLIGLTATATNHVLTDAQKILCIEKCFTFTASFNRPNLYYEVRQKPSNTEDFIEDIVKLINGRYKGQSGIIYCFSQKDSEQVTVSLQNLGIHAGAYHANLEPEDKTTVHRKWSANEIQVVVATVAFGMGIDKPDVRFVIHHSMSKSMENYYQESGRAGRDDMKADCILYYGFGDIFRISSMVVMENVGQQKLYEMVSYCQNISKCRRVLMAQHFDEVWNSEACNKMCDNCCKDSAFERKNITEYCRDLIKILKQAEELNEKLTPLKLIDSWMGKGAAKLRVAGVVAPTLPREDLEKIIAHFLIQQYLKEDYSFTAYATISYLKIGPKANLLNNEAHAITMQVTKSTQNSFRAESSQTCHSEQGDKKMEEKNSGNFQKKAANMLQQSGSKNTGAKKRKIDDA
#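 RECQ1T1 50 nM; forked duplex (20 bp + 30-nt ss tails) 200 nM, ATP 2 mM final; pH 8.0, 2 mM MgCl2, 2.5 ug/ml poly(dI-dC); 15 min compound preincubation; discontinuous kinetic read over 2 h at RT.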
# JMJD2E inh: JMJD2E (human) inhibition; AID 2147; JMJD2E catalytic domain, FDH-coupled NADH fluorescence (FDH is formaldehyde dehydrogenase); 230,000 compounds, 1.6% hits; B2RXH2; Potency, µM (series often up to 57.1 µM), without a hit: top-dose activity change, negative = inhibition, usual class: inhibitors; active = well fitted inhibition curve with a large enough effect, not every such curve was filed as active; inconclusive = small, poorly fitted or top-dose-only effect, or another doubt; inactive = no such curve, though single readings can be large or run the other way;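 note: 0% = wells with enzyme and -100% = buffer wells without enzyme; nearly all actives have a fitted effect of over 50% in size; many of its hits are not listed in these tables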
# Tau fibril FP: inhibitors of human tau fibril formation; 280,000 compounds, 0.39% hits; Potency, µM (highest dose often 57.7 µM), for the others: top-dose activity, negative = inhibition, usual class: inhibitors; K18 P301L tau heparin fibrillization, Alexa594 FP, 6 h; note: nearly all actives have a fitted effect of over 55% in size
#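 Heparin (20 uM) drove fibril formation of recombinant tau K18 P301L, 15 uM unlabeled with 0.24 uM Alexa 594 label, for 6 hr at 37 C in 100 mM sodium acetate pH 7. Fluorescence polarization (555/632 nm) read 1 hr after 30 uM ThT.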
# RGS12 GoLoco inh: RGS12 GoLoco-Gai1 interaction inhibition. Gai1:RGS12 GoLoco peptide FP, rhodamine, 10 min. Potency, µM (doses to about 61.6 µM), for inactives: at the top dose activity, negative = inhibition, usual class: inhibitors. 230,000 compounds, 0.44% hits. AID 880; active = well fitted inhibition curve with a large enough effect, not every such curve was filed as active; inactive = no such curve, though single readings can be large or run the other way; note: nearly all actives have a fitted effect of over 30% in size; many of its hits are not listed in these tables
# TRb-SRC2 inh: TRbeta-SRC2 interaction inhibition. P10828. TRbeta-SRC2 peptide binding, fluorescence polarization; receptor liganded with 1 µM T3. Potency, µM (doses to about 106 µM), without a hit: top-dose activity change, negative = inhibition, usual class: inhibitors. 280,000 compounds, 0.065% hits. AID 1469;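 note: plate controls were bound peptide for no effect and peptide without receptor for full effect; nearly all actives have a fitted effect of over 50% in size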
# Target sequence (P10828 whole entry, looked up): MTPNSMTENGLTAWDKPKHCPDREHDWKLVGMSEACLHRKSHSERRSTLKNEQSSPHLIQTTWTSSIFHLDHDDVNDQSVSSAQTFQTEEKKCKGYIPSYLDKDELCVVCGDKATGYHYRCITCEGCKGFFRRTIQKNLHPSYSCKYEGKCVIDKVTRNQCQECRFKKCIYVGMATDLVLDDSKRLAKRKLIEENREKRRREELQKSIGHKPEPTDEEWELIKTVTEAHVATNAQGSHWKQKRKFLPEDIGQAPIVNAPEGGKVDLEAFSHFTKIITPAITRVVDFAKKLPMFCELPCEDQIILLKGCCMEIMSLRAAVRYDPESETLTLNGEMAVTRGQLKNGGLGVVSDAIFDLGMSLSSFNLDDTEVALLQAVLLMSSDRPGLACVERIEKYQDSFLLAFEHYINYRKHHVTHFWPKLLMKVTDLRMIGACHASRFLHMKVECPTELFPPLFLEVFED
#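 Each compound concentration gave % activity, normalized to unbound and bound Texas Red SRC2 controls, from polarization read after 5 hr ambient incubation with T3-loaded human TRb LBD.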
# TexasRed fluor: counter-screen for TRb-SRC2 inhibitors: fluorescence interference; TRb/SRC2 Texas Red total fluorescence interference; Potency, µM (doses to about 106 µM), for inactives: at the highest dose fluorescence change, negative = quenching; 280,000 compounds, 0.29% hits; active = well fitted curve in either direction with a large enough effect; inconclusive = small, poorly fitted or top-dose-only effect
#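 Human TRβ ligand-binding domain (0.6 uM) and Texas Red SRC2 peptide (20 nM) in Tris buffer with 1 uM T3 and 5% DMSO were incubated with pinned compound for 5 hr at ambient temperature. Total fluorescence was computed as S + 2P (555/632 nm).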
# Tau ThT inhib: tau fibrillization inhibition (ThT binding). P10636. recombinant tau K18 P301L, heparin-induced fibrillization, ThT fluorescence. Potency, µM (highest dose often 57.4 µM), without a hit: at the highest dose activity, negative = inhibition, hits mostly inhibitors. 270,000 compounds, 2.1% hits; note: nearly all actives have a fitted effect of over 55% in size
#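 Using a mix of unlabeled (15 uM) and Alexa 594-labeled (0.24 uM) tau K18 P301L, heparin-triggered fibrillization over 6 hr at 37 C was scored by ThT fluorescence.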
# * hit, by the source's call; i = inactive; ? = inconclusive; . = not tested or not shown; [ ] = another dose, or the depositor's remark. Unless noted, calls come from the whole dose curve; as a rule, active = well fitted curve in the direction sought with a large enough effect; inconclusive = small, poorly fitted or top-dose-only effect, or another doubt; inactive = no such curve, though single readings can be large; an effect the other way counts as inactive or inconclusive. Unless noted, % is set by controls: 0 for no effect and ±100 for the full control effect; potency is the fitted concentration of half-maximal effect.
# Start of the data: the first 5 entries as a preview:
1	CCN(Cc1ccncc1)C(=O)c1ccc2c(c1)S(=O)(=O)c1ccccc1C2=O
2	O=C(CCC(=O)OCC(=O)c1ccc(Cl)cc1)NC1CCCCC1
3	CO/N=C\CC(=O)Nc1ccc(Cl)c(Cl)c1
4	CCOC(=O)c1c(/N=C/C2=C(O)CC(C)(C)CC2=O)sc(C(C)=O)c1C
5	COc1ccc2c(c1)-c1nc(NC(=O)c3cccc(Br)c3)sc1CC2

assay / entry,1,2,3,4,5
L3MBTL1 inh,.,4%,10%,-1%,.
RECQ1 helicase,-2%,-5%,i,i,.
JMJD2E inh,1%,-3%,-21%,?,.
Tau fibril FP,1%,0%,2%,-9%,?
RGS12 GoLoco inh,-3%,-3%,10%,3%,.
TRb-SRC2 inh,-8%,-5%,-2%,-5%,0%
TexasRed fluor,-2%,-5%,-1%,0%,4%
Tau ThT inhib,-3%,?,-13%,?,?

# The list itself, from the first entry:
1	CCN(Cc1ccncc1)C(=O)c1ccc2c(c1)S(=O)(=O)c1ccccc1C2=O
2	O=C(CCC(=O)OCC(=O)c1ccc(Cl)cc1)NC1CCCCC1
3	CO/N=C\CC(=O)Nc1ccc(Cl)c(Cl)c1
4	CCOC(=O)c1c(/N=C/C2=C(O)CC(C)(C)CC2=O)sc(C(C)=O)c1C
5	COc1ccc2c(c1)-c1nc(NC(=O)c3cccc(Br)c3)sc1CC2
6	CCCC(O)c1nc2ccccc2n1CCCCOc1ccc(OC)cc1 (stereo not given)
7	COc1ccccc1NC(=O)/C(=C\c1cccs1)NC(=O)c1ccco1
8	Cc1cc(NS(=O)(=O)c2ccc(NC(=O)/C=C/c3ccco3)cc2)nc(C)n1

assay / entry,1,2,3,4,5,6,7,8
L3MBTL1 inh,.,4%,10%,-1%,.,.,.,-17%
RECQ1 helicase,-2%,-5%,i,i,.,.,-5%,-6%
JMJD2E inh,1%,-3%,-21%,?,.,.,0%,-12%
Tau fibril FP,1%,0%,2%,-9%,?,-4%,1%,?
RGS12 GoLoco inh,-3%,-3%,10%,3%,.,.,-2%,16%
TRb-SRC2 inh,-8%,-5%,-2%,-5%,0%,-3%,5%,-5%
TexasRed fluor,-2%,-5%,-1%,0%,4%,-2%,1%,-3%
Tau ThT inhib,-3%,?,-13%,?,?,-12%,.,?

9	COc1cc(NC(=O)c2cc(C)nc3ccccc23)cc(OC)c1OC
10	Cc1nc2ccc(NC(=O)NCCO)cc2s1
11	CCC(=O)Nc1nnc(SCCOC)s1
12	COc1cc(NC(=O)CN2C(=O)c3ccccc3Sc3ccc(C(=O)N4CCOCC4)cc32)cc(OC)c1OC
13	CCC1CCC2(CC1)NC(=O)N(CC(=O)Nc1cc(C)on1)C2=O (stereo not given)
14	Cc1cc(/C=N/NC(N)=S)c(C)n1-c1ccc(Cl)cc1
15	CCOc1ccccc1-c1cc(-c2n[nH]c(=S)n2CC)c2ccccc2n1
16	CCC(=O)n1nc(-c2ccc(Cl)cc2)nc1N

assay / entry,9,10,11,12,13,14,15,16
L3MBTL1 inh,.,.,4%,.,2%,-16%,-5%,3%
RECQ1 helicase,-2%,7%,i,-3%,-3%,5%,i,i
JMJD2E inh,11%,?,-3%,5%,6%,5%,?,1%
Tau fibril FP,5%,4%,-8%,4%,2%,-12%,-1%,-3%
RGS12 GoLoco inh,9%,-3%,-8%,8%,2%,8%,-6%,-3%
TRb-SRC2 inh,8%,2%,-20%,1%,7%,1%,-2%,0%
TexasRed fluor,-3%,-3%,3%,-1%,-4%,-2%,-6%,-2%
Tau ThT inhib,-11%,-9%,-6%,-12%,7%,?,-16%,1%

17	CC(C)COC(=O)CCNc1n[nH]c(=O)[nH]c1=O
18	COc1ccccc1NC(=O)CSc1nncn1-c1cccnc1
19	Cc1cc(S(=O)(=O)Nc2ccc(F)cc2)c(C)s1
20	CCCC(CCC)C(=O)OC1C[C@H]2CC[C@@H](C1)[N+]2(C)C (stereo not given in full)
21	Cc1ccc(-c2noc(-c3ccccc3NC(=O)C3CC(=O)N(c4cccc(C)c4)C3)n2)cc1 (stereo not given)
22	O=C(NC(Cc1c[nH]c2ccccc12)C(=O)O)c1ccc(Br)cc1 (stereo not given)
23	CC1(C)CC2C1CC[C@]1(C)CCC3C(C(=O)O)CC(=O)O[C@]32C1 (stereo not given in full)
24	O=C1C(=O)N(Cc2ccco2)C(c2cccc(Cl)c2)/C1=C(\O)c1ccc2c(c1)OCCO2 (stereo not given)

assay / entry,17,18,19,20,21,22,23,24
L3MBTL1 inh,2%,18%[11.4 µM],.,0%,.,30%,.,-10%
RECQ1 helicase,-6%,2%,12%,-6%,.,-5%,1%,2%
JMJD2E inh,-4%,5%,4%,-8%,.,1%,-11%,-12%
Tau fibril FP,-11%,-5%,-4%,5%,-9%,3%,-4%,-1%
RGS12 GoLoco inh,8%,-16%,-8%,2%,.,3%,4%,0%
TRb-SRC2 inh,-2%,9%,-3%,-4%,0%,-6%,15%,-5%
TexasRed fluor,2%,-4%,-1%,1%,-2%,-2%,-1%,-1%
Tau ThT inhib,8%,-7%,-1%,-7%,-5%,8%,?,-19%

25	CCCCC(=O)Nc1cc2nn(-c3ccc(OC)cc3)nc2cc1C
26	O=C(NCCCN1CCOCC1)NC1CCCCC1
27	COc1ccc(CCn2c(SCC(=O)Nc3cc(C)on3)nc3ccccc3c2=O)cc1OC
28	COc1ccc(CN2CCN(CCC(C)C)C(CCO)C2)cc1Cn1cncn1 (stereo not given)
29	CC(C)c1nc(SCC(=O)N2CCCc3ccccc32)c2c(=O)n(C)c(=O)n(C)c2n1
30	CCc1ccccc1N(C)S(=O)(=O)c1ccc2[nH]cc(C(=O)O)c(=O)c2c1
31	Cc1csc(NC(=O)CCCc2cccs2)n1
32	CCOc1ccc(NC(=O)CSc2oc(-c3cccs3)nc2S(=O)(=O)c2ccc(C)cc2)cc1

assay / entry,25,26,27,28,29,30,31,32
L3MBTL1 inh,1%,-1%,0%,4%,2%,-5%,.,.
RECQ1 helicase,-6%,-7%,9%,-1%,i,?,i,.
JMJD2E inh,?,0%,2%,6%,-1%,?,-15%,.
Tau fibril FP,-4%,-1%,-7%,-10%,-10%,5%,-12%,?
RGS12 GoLoco inh,4%,-1%,-3%,10%,9%,1%,-3%,.
TRb-SRC2 inh,9%,-1%,1%,2%,-16%,-1%,-3%,-6%
TexasRed fluor,0%,-3%,-3%,-1%,2%,0%,-4%,2%
Tau ThT inhib,-11%,-4%,-12%,-7%,?,0%,-13%,-13%

33	COc1ccc(CNC(=O)CN(C)S(=O)(=O)c2ccc3c(c2)c(=O)n(C)c(=O)n3C)cc1
34	COc1ccccc1CCc1nnc(CCC(=O)N(C)Cc2cccc3cnccc23)o1
35	COC(=O)C1=C(C)NC(=O)/C1=C\c1ccco1
36	Cc1ccc2cc(CCNC(=O)c3ccc(S(=O)(=O)N4CCCCC4)cc3)c(=O)[nH]c2c1
37	Cc1ccc2oc(=O)c3cc(C(=O)NCCc4ccc(Cl)cc4)sc3c2c1
38	COc1nc(-c2ccccc2)ccc1-c1noc(C)n1
39	COc1ccc(C(CNC(=O)c2oc3ccc(Cl)cc3c2C)N2CCCCC2)cc1 (stereo not given)
40	CCOC(=O)c1sc2ncnc(NCC(c3cccs3)N(C)C)c2c1C (stereo not given)

assay / entry,33,34,35,36,37,38,39,40
L3MBTL1 inh,.,-13%,-2%,-7%,.,.,.,-15%
RECQ1 helicase,.,-4%,-10%,i,.,-3%,.,-1%
JMJD2E inh,.,-19%,6%,?,.,?,.,?
Tau fibril FP,-3%,4%,-1%,-12%,-11%,0%,-5%,0%
RGS12 GoLoco inh,.,5%,2%,-9%,.,6%,.,59%[activator]
TRb-SRC2 inh,2%,1%,-12%,5%,-3%,0%,-6%,9%
TexasRed fluor,2%,-5%,-3%,-1%,-6%,-2%,0%,1%
Tau ThT inhib,3%,-5%,?,0%,2%,?,?,-10%

41	CCN1C/C(=C/c2ccc(N3CCOCC3)cc2)C(=O)/C(=C/c2ccc(N3CCOCC3)cc2)C1
42	CC(C)(C)NC(=O)C(OC(=O)c1cccs1)c1ccccc1 (stereo not given)
43	CC(=O)C1C(c2ccc(Cl)cc2)c2c(noc2C)CC1(C)O (stereo not given)
44	O=C(Cn1nc(C(F)(F)F)c2c1CCCC2)Nc1ccc(Br)cc1
45	C/C=C/C(=O)Nc1cccc(C2=NOC3(C2)C[C@H](C(N)=O)N(C(=O)c2ccccc2C(=O)c2ccccc2)C3)c1 (stereo not given in full)
46	CC1(C)C(=O)Nc2ccccc2N1C(=O)COC(=O)CCSc1ccccc1
47	COc1ccc(OCC(=O)Nc2cc(-c3nn(C)c(=O)c4ccccc34)ccc2OC)cc1
48	C=CCCCCCCCCC(=O)O

assay / entry,41,42,43,44,45,46,47,48
L3MBTL1 inh,-9%,3%,-6%,.,.,.,-10%,.
RECQ1 helicase,-21%,8%,-4%,.,-7%,-9%,-12%,i
JMJD2E inh,0%,-8%,8%,.,4%,4%,?,.
Tau fibril FP,-7%,2%,?,-18%,-2%,-5%,-5%,?
RGS12 GoLoco inh,.,-4%,3%,.,6%,-3%,1%,2%
TRb-SRC2 inh,6%,3%,4%,4%,-3%,4%,-1%,8%
TexasRed fluor,0%,0%,-3%,-3%,-1%,1%,0%,-3%
Tau ThT inhib,0.63µM*,-1%,-1%,16%,-16%,11%,-23%,-19%

49	Cc1csc(SCC(=O)NC(=O)NCCC(C)C)n1
50	CSc1ncc(Cl)c(C(=O)NCc2ccc3c(c2)OCO3)n1
51	CN(C)S(=O)(=O)N(CC(=O)Nc1ccc2ccccc2c1)c1ccccc1
52	CC(Oc1ccccc1)C(=O)Nc1ccc(OCc2cc(=O)n3ccsc3n2)cc1 (stereo not given)
53	O=C(CSc1nc2c([nH]c3ccccc32)c(=O)n1-c1ccc(Cl)cc1)N1CCOCC1

assay / entry,49,50,51,52,53
L3MBTL1 inh,.,-30%[11.4 µM],-1%,.,.
RECQ1 helicase,-5%,-4%,-15%,.,.
JMJD2E inh,2%,0%,-4%,.,.
Tau fibril FP,1%,-10%,-1%,-17%,-1%
RGS12 GoLoco inh,5%,4%,11%,.,.
TRb-SRC2 inh,-7%,-17%,-4%,0%,10%
TexasRed fluor,0%,1%,-1%,-2%,1%
Tau ThT inhib,-4%,5%,4%,-2%,-5%

# This is a subset; the hit share may differ from the screen's.
